AMPAR-TARP mod: modulators of AMPA receptor GluA2-stargazin complexes; calls only at 30 µM; O88602+P19491; HEK293 GluA2+stargazin, membrane potential dye (FDSS), glutamate EC50; hits were called plate by plate, in both directions; 40,000 tested, 3.5% active;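 active means any of four per-well response measures lying three or more SD from its plate-wide compound average, in either direction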
Target sequence (O88602 whole entry, looked up): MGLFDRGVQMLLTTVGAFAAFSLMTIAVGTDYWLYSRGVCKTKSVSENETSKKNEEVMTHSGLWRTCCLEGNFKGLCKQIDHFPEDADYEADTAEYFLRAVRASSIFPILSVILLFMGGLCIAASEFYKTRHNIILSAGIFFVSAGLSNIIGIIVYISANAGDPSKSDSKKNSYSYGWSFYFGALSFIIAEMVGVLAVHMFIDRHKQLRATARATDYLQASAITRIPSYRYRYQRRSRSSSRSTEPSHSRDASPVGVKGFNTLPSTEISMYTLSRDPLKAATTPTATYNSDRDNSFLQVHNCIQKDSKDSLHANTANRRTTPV
Target sequence (P19491 whole entry, looked up): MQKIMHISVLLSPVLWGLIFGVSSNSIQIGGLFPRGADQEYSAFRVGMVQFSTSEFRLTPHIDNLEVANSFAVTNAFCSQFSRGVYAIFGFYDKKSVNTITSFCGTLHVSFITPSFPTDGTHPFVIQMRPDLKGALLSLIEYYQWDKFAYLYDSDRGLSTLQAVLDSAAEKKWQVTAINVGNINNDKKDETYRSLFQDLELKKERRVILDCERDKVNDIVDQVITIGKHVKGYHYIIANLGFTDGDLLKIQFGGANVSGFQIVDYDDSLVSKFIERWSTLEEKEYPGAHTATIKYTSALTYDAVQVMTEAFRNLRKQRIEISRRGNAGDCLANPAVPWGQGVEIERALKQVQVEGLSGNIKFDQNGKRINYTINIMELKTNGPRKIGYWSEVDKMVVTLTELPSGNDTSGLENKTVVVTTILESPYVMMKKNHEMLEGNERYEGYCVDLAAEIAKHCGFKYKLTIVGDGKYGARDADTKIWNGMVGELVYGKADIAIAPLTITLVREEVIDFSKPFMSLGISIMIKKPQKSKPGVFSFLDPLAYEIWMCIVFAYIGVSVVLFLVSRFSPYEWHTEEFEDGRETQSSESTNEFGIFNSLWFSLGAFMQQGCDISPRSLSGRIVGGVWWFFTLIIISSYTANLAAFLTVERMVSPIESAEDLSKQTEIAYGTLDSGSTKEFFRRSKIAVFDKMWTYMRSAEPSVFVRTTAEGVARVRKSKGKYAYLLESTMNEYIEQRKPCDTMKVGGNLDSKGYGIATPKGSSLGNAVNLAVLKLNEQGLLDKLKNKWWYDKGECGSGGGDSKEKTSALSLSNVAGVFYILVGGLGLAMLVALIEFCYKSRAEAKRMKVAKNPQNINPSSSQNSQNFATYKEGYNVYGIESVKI
AMPAR-TARP mod agonism max-min: further read-out of AMPAR-TARP mod, marked with its call; compound max-min signal; compound-alone response (agonism);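 unitless range of fluorescence divided by baseline over first 100 seconds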
AMPAR-TARP mod glutamate slope: also measured in AMPAR-TARP mod; calls as there; glutamate slope, % of max; measured here: glutamate response slope, % max;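 scaled per plate between vehicle wells and maximal 1 mM glutamate control wells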
Starred values were filed as active, the others as inactive; i = inactive; + = active, no number. This is a subset. The share of hits here may be higher or lower than overall.

# | Compound | AMPAR-TARP mod | AMPAR-TARP mod glutamate slope | AMPAR-TARP mod agonism max-min
1 | O=c1n(Cc2cccc(C(F)(F)F)c2)nc2ccc(S(=O)(=O)N3CCCCC3)cn12 | i | 58 | 0.07
2 | COc1ccc2nc(N(CC3CCCO3)C(=O)C3CCCN3S(C)(=O)=O)sc2c1 (configuration not stated) | i | 53 | 0.081
3 | Cc1ccc2c(c1)NC(SCc1ccc(F)cc1)=NS2(=O)=O | i | 48 | 0.077
4 | Cc1cc(C)c(C)c(Cn2c(C(C)O)nc3ccccc32)c1C (configuration not stated) | i | 8 | 0.036
5 | O=C(Cc1cc(-c2ccc3c(c2)OCO3)on1)Nc1ccccn1 | i | 32 | 0.043
6 | CCc1ccc(OCCS(=O)(=O)Nc2nc3ccccc3s2)cc1 | i | 24 | 0.13
7 | COc1ccc(Nc2cc(C)nc(N3CCN(C(=O)c4ccc5c(c4)OCO5)CC3)n2)cc1 | i | 82 | 0.18
8 | O=C(O)c1ccc2c(=O)n(Cc3ccc(Cl)cc3)c(=S)[nH]c2c1 | i | 65 | 0.12
9 | CSc1ccc(CNC(=O)c2ccc3c(=O)n4c(nc3c2)SCCC4)cc1 | i | 39 | 0.086
10 | CCOC(=O)c1ccc(NC(=O)c2cc(-c3cccc(OC)c3)nn2C)cc1 | i | 61 | 0.1
11 | CCOC(=O)C(=O)N1CCN(c2ccc(OC)nn2)CC1 | i | 56 | 0.048
12 | O=C(NCCCS(=O)(=O)N1CCN(c2ccccc2)CC1)c1ccc(F)cc1F | i | 90 | 0.12
13 | COc1cccc(NC(=O)NCC2(c3cccs3)CC2)c1 | + | 18* | 0.12*
14 | CCOc1ccccc1-c1nc(COC(=O)c2nnn(-c3ccc(Cl)cc3)c2C)c(C)o1 | + | 72* | 0.053*
15 | O=C(c1ccccc1F)N1CCN(c2ccc(Nc3ccccn3)nn2)CC1 | i | 34 | 0.38
16 | COc1nn(C)cc1C(=O)N(CC1CCCO1)c1nc2c(OC)ccc(OC)c2s1 (configuration not stated) | i | 52 | 0.096
17 | CSc1ccccc1NC(=O)C(=O)N1CCN(c2ccccc2)CC1 | i | 73 | 0.078
18 | O=C(CC1C(=O)NCCN1C(=S)NC(=O)c1ccc(Cl)cc1Cl)OCc1ccccc1 (configuration not stated) | i | 51 | 0.083
19 | COC(=O)c1ccc(CN2C(=O)CSC2=O)o1 | i | 59 | 0.11
20 | O=C(Nc1ccc(CC(=O)N2CCCC2)cc1)c1ccc(F)cc1Cl | i | 18 | 0.042
21 | Cc1nc(-c2cccs2)c(CCC(=O)N2CCN(C(=O)c3ccco3)CC2)s1 | i | 66 | 0.098
22 | O=C(COc1ccc(Cl)cc1)NCC(c1cccc2ccccc12)N1CCOCC1 (configuration not stated) | i | 58 | 0.036
23 | CCN1CCN(S(=O)(=O)CCNC(=O)c2cccs2)CC1 | i | 50 | 0.059
24 | COc1ccc(S(=O)(=O)NCCn2nc(-c3ccccc3)ccc2=O)cc1OC | i | -13 | 0.071
25 | COc1cc(/C(Cc2nc3ccccc3[nH]2)=N\Nc2ccccc2)cc(OC)c1OC | i | 47 | 0.11
26 | COC(=O)C(=O)CC(=O)c1ccc(OC)cc1OC | i | 56 | 0.12
27 | Cc1cc(NC(=O)CCCS(=O)(=O)c2ccc(Cl)cc2)no1 | i | 60 | 0.1
28 | CN1CCOc2ccc(NC(=O)Nc3c(F)cccc3F)cc2C1=O | i | 52 | 0.13
29 | CCN(CC)C(=O)CSc1nc2sc(C)c(C)c2c(=O)[nH]1 | i | 52 | 0.03
30 | C=CCNS(=O)(=O)CCCOc1ccc2c(c1)OCO2 | i | 59 | 0.1
31 | CCCNC(=O)Cn1nc2c(c1NC(=O)c1ccc(C(C)(C)C)cc1)CSC2 | i | 57 | 0.097
32 | COc1ccc(S(=O)(=O)CCCC(=O)N2CCN(c3nc4ccc(Cl)cc4s3)CC2)cc1 | i | 63 | 0.072
33 | CCN(CC)C(=O)Oc1ccc2c(=O)c(Oc3cccc(OC)c3)c(C(F)(F)F)oc2c1 | i | 51 | 0.14
34 | COc1cc(C(=O)Nc2nnc(-c3ccc(SC)cc3)o2)cc(OC)c1OC | i | 51 | 0.096
35 | COc1ccc(CNC(=O)CCN2C(=O)c3ccccc3S2(=O)=O)cc1 | i | 58 | 0.052
36 | O=C(c1ccc(Br)s1)N(CC1CCCO1)c1nc2c(C(F)(F)F)cccc2s1 (configuration not stated) | i | 58 | 0.064
37 | O=C(Nc1ccc2c(c1)OCO2)N1CCN(Cc2nnnn2-c2ccccc2)CC1 | i | 76 | 0.12
38 | COc1cccc(C(=O)Nc2ccc(Nc3cc(-n4cccn4)ncn3)cc2)c1 | i | 55 | 0.059
39 | COc1ccc(-c2cnc(SCCNC(=O)C(C)(C)C)[nH]2)cc1 | i | 53 | 0.047
40 | CCn1ccnc1N1CCN(CC(=O)Nc2cc(Cl)ccc2OC)CC1 | i | 31 | 0.029

Pulled by compound from above, 3 records:
# | Compound | AMPAR-TARP mod | AMPAR-TARP mod glutamate slope | AMPAR-TARP mod agonism max-min
25 | COc1cc(/C(Cc2nc3ccccc3[nH]2)=N\Nc2ccccc2)cc(OC)c1OC | i | 47 | 0.11
39 | COc1ccc(-c2cnc(SCCNC(=O)C(C)(C)C)[nH]2)cc1 | i | 53 | 0.047
26 | COC(=O)C(=O)CC(=O)c1ccc(OC)cc1OC | i | 56 | 0.12

(next part)
# | Compound | AMPAR-TARP mod | AMPAR-TARP mod glutamate slope | AMPAR-TARP mod agonism max-min
41 | COC(=O)c1sc(NC(=O)c2ccc(Cl)s2)c(C#N)c1C | i | 41 | 0.04
42 | O=C(C1CN(c2nc3c(F)cccc3s2)C1)N1CCN(c2ccccc2O)CC1 | i | 62 | 0.09
43 | Cn1ccnc1N1CCN(C(=O)COc2ccc3ccccc3c2)CC1 | i | 62 | 0.041
44 | CCOc1ccc(C(=O)c2cnc3ccc(Cl)cc3c2N2CCCC2)cc1 | i | 55 | 0.045
45 | COc1cccc(OCC(O)CNC(C)(C)CC(C)(C)C)c1 (configuration not stated) | i | 49 | 0.063
46 | O=C(Cn1nc2c(c1NC(=O)c1cccs1)CSC2)NCC1CCCO1 (configuration not stated) | i | 69 | 0.089
47 | CC(C)c1ccc(Cc2cnc(N3C(=N)SCC3=O)s2)cc1 | i | 59 | 0.11
48 | O=C(CCc1csc(NC(=O)c2ccccc2)n1)Nc1ccc(OC(F)(F)F)cc1 | i | 58 | 0.11
49 | CCOc1ccc(C2NC(=O)NC(CS(=O)(=O)c3ccc(F)c(Cl)c3)=C2C(=O)OC)cc1 (configuration not stated) | i | 79 | 0.11
50 | O=C(CSc1ccc(Cl)cc1)N1CCOCC1 | i | 53 | 0.031
51 | COc1ccc(Cl)cc1S(=O)(=O)NCC1CCN(C)CC1 | i | 59 | 0.1
52 | O=C(NCC(O)(c1ccccc1)C(F)(F)F)c1ccc(-c2ccccc2)cc1 (configuration not stated) | i | 43 | 0.12
53 | COc1cc(-c2nnc(NC(=O)Cc3ccc(C)cc3C)o2)cc(OC)c1OC | i | 65 | 0.083
54 | COc1ccc(NC(=O)N2CCN(c3ccc(Nc4ccccn4)nn3)CC2)cc1OC | i | 45 | 0.17
55 | COC(=O)C12CC3CC(CC(NC(=O)c4cc(C)cs4)(C3)C1)C2 | i | 63 | 0.13
56 | CCOc1nn(CC)cc1-c1nnc(SCC(=O)Nc2ccc3c(c2)OCO3)n1C | i | 31 | 0.042
57 | COc1cccc2cc(S(=O)(=O)c3ccccc3)c(=Nc3ccc(F)cc3)oc12 | i | 56 | 0.099
58 | COc1ccc(S(=O)(=O)CCCC(=O)Nc2cccc(-c3nc4ccccc4o3)c2)cc1 | i | 53 | 0.1
59 | COc1ccc(CCNC(=O)CSc2ccnc3c2c(=O)n(C)c(=O)n3C)cc1OC | i | 34 | 0.037
60 | CS(=O)(=O)N1CCC(CNC(=O)C(=O)Nc2ccccc2)CC1 | i | 56 | 0.13
61 | Cc1ccc(NC(=O)CSc2ncc(S(=O)(=O)c3cccc(C(F)(F)F)c3)c(=O)[nH]2)cc1C | i | 50 | 0.11
62 | O=C(NCCOc1ccc(F)cc1)c1cc(-c2cccs2)n(C2CCS(=O)(=O)C2)n1 (configuration not stated) | i | 64 | 0.059
63 | CC(O)(CNC(=O)C(=O)NCc1ccc(Cl)cc1)c1ccc(-c2ccccc2)cc1 (configuration not stated) | i | 40 | 0.13
64 | O=C(Nc1cccs1)N1CCC(Cn2c(COc3ccccc3)nc3ccccc32)CC1 | i | 51 | 0.12
65 | COc1cc(/C=C2\SC(=S)N(c3cccc(C)c3)C2=O)cc(OC)c1OC | i | 49 | 0.081
66 | COc1ccc(Cc2nnc(C3CCN(C(=O)Cn4cnc5ccccc54)CC3)s2)cc1 | i | 65 | 0.07
67 | O=C(Cc1ccc(F)cc1)N(CCCn1ccnc1)c1nc2c(Cl)cccc2s1 | i | 41 | 0.098
68 | COc1ccccc1CCNC(=O)C(=O)Nc1cccc([N+](=O)[O-])c1 | i | 34 | 0.053
69 | O=C(NC1CCCC1)c1cccnc1 | i | 48 | 0.034
70 | CCC(Sc1ncc(S(=O)(=O)c2ccc(Cl)cc2)c(=O)[nH]1)C(=O)Nc1ccc(C)cc1 (configuration not stated) | i | 57 | 0.12
71 | CC(C)(C)C(=O)NC(=S)Nc1sc2c(c1C(N)=O)CCCC2 | i | 69 | 0.075
72 | CN1C(=O)C(=C2C=C(c3ccccc3)N(Cc3ccco3)C3=C2CCCC3)C(=O)N(C)C1=O | + | 82* | 0.13*
73 | Cc1ccc(-n2nnc3c(N4CCN(C(=O)c5ccccc5Br)CC4)ncnc32)cc1 | i | 62 | 0.057
74 | O=C(NC1CCCCC1)N1CCN(Cc2ccsc2)CC1 | i | 59 | 0.051
75 | CCN(CC)CCCNC(=O)C(=O)c1cn(CC(=O)N2CCOCC2)c2ccccc12 | i | 49 | 0.091
76 | O=C(COc1ccc2ccccc2c1)Nc1ccc(CC(=O)NC2CC2)cc1 | i | 50 | 0.06
77 | O=C(Nc1ccc(OC(F)(F)F)cc1)C1CCCN(c2cc(-n3cccn3)ncn2)C1 (configuration not stated) | i | 59 | 0.078
78 | COc1ccc2nc(-c3ccc(OC)c(NC(=O)C(C)(C)C)c3)cn2n1 | i | 33 | 0.056
79 | COc1ccc(C(=O)Cn2cnc3c(nnn3C)c2=O)cc1 | i | 64 | 0.093
80 | O=c1c2[nH]c3ccccc3c2ncn1CCc1ccccc1 | i | 50 | 0.11

Another view of some results above:
77. O=C(Nc1ccc(OC(F)(F)F)cc1)C1CCCN(c2cc(-n3cccn3)ncn2)C1 (configuration not stated)
  AMPAR-TARP mod: i
  AMPAR-TARP mod glutamate slope: 59
  AMPAR-TARP mod agonism max-min: 0.078
78. COc1ccc2nc(-c3ccc(OC)c(NC(=O)C(C)(C)C)c3)cn2n1
  AMPAR-TARP mod: i
  AMPAR-TARP mod glutamate slope: 33
  AMPAR-TARP mod agonism max-min: 0.056

Going on with the list.
# | Compound | AMPAR-TARP mod | AMPAR-TARP mod glutamate slope | AMPAR-TARP mod agonism max-min
81 | Cc1cc([N+](=O)[O-])ccc1NC(=O)C(=O)NC(C)(C)CO | i | 63 | 0.14
82 | Cn1c(=O)c2c(nc(N3CCN(c4ccccc4)CC3)n2CC(=O)O)n(C)c1=O | i | 42 | 0.047
83 | COc1cccc(Cn2nc3ccc(S(=O)(=O)N4CCC(C)CC4)cn3c2=O)c1 | i | 53 | 0.07
84 | CCN1C(=O)CCc2cc(NC(=O)NCc3cccc4ccccc34)ccc21 | i | 56 | 0.1
85 | CCOCC(=O)NCC1CCN(C(=O)Nc2ccccc2OC)CC1 | i | 21 | 0.046
86 | COc1ccc(N2CC(C)Cn3c2nc2c3c(=O)n(Cc3ccc(C)cc3)c(=O)n2C)c(OC)c1 (configuration not stated) | i | 45 | 0.063
87 | CS(=O)(=O)N1CCCCC1C(=O)Nc1nc(-c2ccncc2)cs1 (configuration not stated) | i | 61 | 0.11
88 | CCN(Cc1ccccc1)C(=O)CSC1=NS(=O)(=O)c2ccc(C)cc2N1 | i | 52 | 0.037
89 | O=C(Cc1cc(-c2ccc3c(c2)OCO3)on1)Nc1ccc(C(F)(F)F)cc1 | i | 35 | 0.052
90 | CCCCOc1ccc(C(=O)NCC2COC3(CCCCC3)O2)cc1 (configuration not stated) | i | 98 | 0.11
91 | CCCCN1CC(c2nc3ccccc3n2CCOc2ccc(Cl)cc2)CC1=O (configuration not stated) | i | 74 | 0.1
92 | COc1cc(C(=O)NCCn2ncc3c(N4CCOCC4)ncnc32)cc(OC)c1OC | i | 55 | 0.078
93 | O=c1ccc2ccc(Oc3ncnc4scc(-c5ccc(Br)cc5)c34)cc2o1 | i | 42 | 0.089
94 | COc1ccc(CNC(=O)Cc2csc(Nc3ccc(S(C)(=O)=O)cc3)n2)cc1 | i | 65 | 0.086
95 | CCc1ccc(S(=O)(=O)NCC2CCN(C3CCCC3)CC2)cc1 | i | 81 | 0.14
96 | CCOc1ccc(-n2nnnc2CN2CCN(C(=O)c3c(C)noc3C)CC2)cc1 | i | 55 | 0.088
97 | NC(=O)NCCCC(=O)O | i | 51 | 0.13
98 | CC(C)CCNC(=O)C(=O)NC1CC1 | i | 72 | 0.13
99 | Cc1ccc(-n2nnnc2SCC(=O)Nc2ccc3nccnc3c2)c(C)c1 | i | 57 | 0.092
100 | CC(C)(C)NC(=O)N1CCC(CNC(=O)C2(c3ccccc3)CCOCC2)CC1 | i | 33 | 0.05
101 | O=C(CSc1ccc(F)cc1)N1CCC(COCc2ccccc2)CC1 | i | 56 | 0.076
102 | O=C(CCc1ccccc1)NCCn1ncc2c(N3CCN(c4ccc(F)cc4)CC3)ncnc21 | i | 56 | 0.062
103 | CC(C)Oc1ccc(C(=O)Nc2nnc(Cc3cccs3)o2)cc1 | i | 42 | 0.081

An excerpt from above in order of count of non-hydrogen atoms, falling.
# | Compound | AMPAR-TARP mod | AMPAR-TARP mod glutamate slope | AMPAR-TARP mod agonism max-min
96 | CCOc1ccc(-n2nnnc2CN2CCN(C(=O)c3c(C)noc3C)CC2)cc1 | i | 55 | 0.088
100 | CC(C)(C)NC(=O)N1CCC(CNC(=O)C2(c3ccccc3)CCOCC2)CC1 | i | 33 | 0.05
90 | CCCCOc1ccc(C(=O)NCC2COC3(CCCCC3)O2)cc1 (configuration not stated) | i | 98 | 0.11
